CCT chaperon mod = High-Throughput Screening for Modulators of Cytosolic Chaperonin Activity. purified chaperonin ATPase assay, HTRF ADP detection, 30 min. activity change, % (concentration not given with the values), hits read low. 360,000 tested, 0.3% active; in the data active = activity change below about -30%; also: % is scaled to controls: 0 for no effect and ±100 for the full control effect
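First, chaperonin was dispensed at 40 nM or 20 nM final depending on batch activity. Next, compounds were pinned at 76 uM and ATP added at 10 uM. After 30 min at 37 °C, ADP detection reagents ran 30 min at ambient temperature.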
pAkt inh = HTS Assay for Inhibitors of Akt Phophorylation: Primary Screen; activity change, % for hits at 50 µM; Neuro2A IGF-stimulated pAkt S473 HTRF, 20 min; stronger effect = lower value; 360,000 tested, 0.32% active; in the data active = activity change below about -80%; inconclusive = mostly about -51% to -80%; also: % is scaled to controls: 0 for no effect and ±100 for the full control effect
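Neuro2A cells (4,500/well, DMEM with 0.5% FBS) were treated with compound at a single 50 µM final concentration, stimulated with 6 nM IGF for 20 min at 37 °C, and lysed. Phospho-Akt Ser473 was read by HTRF as 665/615 ratio ×10^4.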
Nrf2 block = Nrf2 qHTS screen for inhibitors; AID 504444, 2011; A549 ARE-Fluc reporter, luciferase luminescence, 18-24 h; 360,000 tested, 2.1% active; Potency, µM (highest dose often 46 µM), for inactives: top-dose activity change, negative = inhibition, hits mostly inhibitors; also: potency is read from the fitted curve at half-maximal effect; % is scaled to controls: 0 for no effect and ±100 for the full control effect; nearly all actives have a fitted effect of over 60% in size
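Two sequential reads on A549 ARE_Fluc cells exposed to compound for 18-24 h: a CellTiter-Fluor fluorescence read for viability, then a luciferase luminescence read for Nrf2/ARE activity.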
EPAC2 agonist = qHTS for Agonist of cAMP-regulated guanine nucleotide exchange factor 4 (EPAC2): primary screen | AID 720711, 2013 | Rap guanine nucleotide exchange factor 4 (Homo sapiens), Q8WZA2 | Potency, µM (doses to about 154 µM), inactives show at the top dose activation, usual class: activators | EPAC2 activation, biochemical qHTS; response scale: 100% = 6.5 mM cAMP response | 360,000 tested, 0.079% active; also: potency is read from the fitted curve at half-maximal effect; nearly all actives have a fitted effect of over 50% in size
Target sequence (Q8WZA2 whole entry, looked up): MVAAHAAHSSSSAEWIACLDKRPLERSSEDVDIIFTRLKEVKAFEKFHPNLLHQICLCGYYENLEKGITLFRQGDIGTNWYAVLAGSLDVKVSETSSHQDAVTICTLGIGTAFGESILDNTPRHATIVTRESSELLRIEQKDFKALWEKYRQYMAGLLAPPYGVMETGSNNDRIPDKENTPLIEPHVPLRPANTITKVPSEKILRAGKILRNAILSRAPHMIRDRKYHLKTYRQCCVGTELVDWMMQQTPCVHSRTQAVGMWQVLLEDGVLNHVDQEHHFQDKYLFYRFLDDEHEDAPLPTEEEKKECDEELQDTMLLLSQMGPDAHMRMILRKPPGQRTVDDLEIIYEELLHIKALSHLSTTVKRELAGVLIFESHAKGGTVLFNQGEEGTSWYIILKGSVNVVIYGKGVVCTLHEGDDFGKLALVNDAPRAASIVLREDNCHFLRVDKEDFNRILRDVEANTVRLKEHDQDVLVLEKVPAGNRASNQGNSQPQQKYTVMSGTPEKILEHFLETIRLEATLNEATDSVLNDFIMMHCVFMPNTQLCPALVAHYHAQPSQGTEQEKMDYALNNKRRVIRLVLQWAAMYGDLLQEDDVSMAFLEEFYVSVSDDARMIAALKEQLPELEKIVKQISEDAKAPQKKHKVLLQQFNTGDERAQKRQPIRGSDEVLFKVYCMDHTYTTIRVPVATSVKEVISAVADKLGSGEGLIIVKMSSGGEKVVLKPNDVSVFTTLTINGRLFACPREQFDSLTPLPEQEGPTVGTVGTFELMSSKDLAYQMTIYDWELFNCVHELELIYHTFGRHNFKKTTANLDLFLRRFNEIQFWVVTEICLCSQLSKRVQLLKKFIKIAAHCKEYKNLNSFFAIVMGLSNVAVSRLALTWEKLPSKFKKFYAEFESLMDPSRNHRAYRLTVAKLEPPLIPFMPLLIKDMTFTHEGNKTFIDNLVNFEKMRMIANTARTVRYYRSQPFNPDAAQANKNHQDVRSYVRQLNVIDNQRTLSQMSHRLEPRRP
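Exchange assay: 100 nM EPAC2 with 250 nM Rap1B-BODIPY-GDP and 50 uM GDP. Fluorescence (ex 480/em 540 nm) read every 5 min for 30 min at room temperature. Data normalized to 6.5 mM cAMP as agonist control.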
Nrf2 ARE act = qHTS of Nrf2 Activators; 410,000 tested, 0.31% active; Potency, µM (series often up to 46.1 µM), inactives show at the highest dose activation, hits mostly activators; AREc32 ARE-luciferase reporter (MCF7-derived line), luminescence, 24 h; also: potency is read from the fitted curve at half-maximal effect; % of control where 0% means no effect; nearly all actives have a fitted effect of over 65% in size
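AREc32 cells carrying an ARE-driven firefly luciferase reporter were seeded at 1000 cells/well in OPTI-MEM with 5% FBS, then exposed to compound for 24 hr at 37 deg C. Luminescence was read with Steady-Glo after 30 min at RT.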
MmCpn inh = Inhibitors of TCP-1 ring complex (TRiC) of Methanococcus maripaludis (MmCpn): qHTS | purified Mm-Cpn ATPase, ADP Transcreener TR-FRET | AID 504842, 2011 | 330,000 tested, 0.031% active | Chaperonin Mm-Cpn (Methanococcus maripaludis) | Potency, µM (highest dose often 76.9 µM), for the others: at the highest dose activity, negative = inhibition, usual class: inhibitors; also: potency is read from the fitted curve at half-maximal effect; % is scaled to controls: 0 for no effect and ±100 for the full control effect; nearly all actives have a fitted effect of over 80% in size
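Measured: ADP formation by purified Mm-CPN. Conditions: 25 nM protein, 10 uM ATP, Tris pH 7.4 with Mg2+, K+ and DTT, 37°C for 30 min. Detection: Transcreener HTRF after 30 min at room temperature.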
A549 viability = Nrf2 qHTS screen for inhibitors: counterscreen for cytotoxicity. Potency, µM (highest dose often 46 µM), for inactives: at the highest dose activity change, negative = cytotoxicity, most hits filed as inhibitors. 390,000 tested, 0.16% active. A549 ARE-Fluc cells, CellTiter-Fluor viability, 18-24 h; also: potency is read from the fitted curve at half-maximal effect; % is scaled to controls: 0 for no effect and ±100 for the full control effect
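Cytotoxicity counterscreen: CellTiter-Fluor fluorescence was measured in A549 ARE_Fluc cells after 18-24 h of compound exposure in a concentration series. The subsequent BugLite luminescent read reports ARE-luciferase activity.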
TGFb SMAD3 inh = qHTS for Inhibitors of TGF-b; Potency, µM (series often up to 46.1 µM), without a hit: at the top dose activity, negative = inhibition, most hits filed as inhibitors; HepG2 CAGA-GFP TGF-b/SMAD3 reporter, GFP fluorescence, 18 h; TGF-beta stimulated, 500 pg/mL final; 410,000 tested, 1.2% active; AID 588855, 2011; also: potency is read from the fitted curve at half-maximal effect; % is scaled to controls: 0 for no effect and ±100 for the full control effect; nearly all actives have a fitted effect of over 65% in size
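HEPG2 CAGA-GFP reporter cells (1000/well, DMEM with 1% FBS) received compounds, then recombinant TGF-beta at 500 pg/mL final for 18 hours at 37 degrees C. Per-cell GFP summed per well was normalised to unstimulated and stimulated DMSO controls before curve fitting.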
EPAC2 antagonist = qHTS for Antagonist of cAMP-regulated guanine nucleotide exchange factor 2 (EPAC2): primary screen | EPAC2 GEF exchange of Rap1B-BODIPY-GDP, fluorescence | Potency, µM (top dose mostly 114 µM), for inactives: at the highest dose activity, negative = inhibition, most hits filed as inhibitors | 360,000 tested, 0.18% active | AID 720708, 2013; also: potency is read from the fitted curve at half-maximal effect; % is scaled to controls: 0 for no effect and ±100 for the full control effect; nearly all actives have a fitted effect of over 45% in size; many of its hits are not listed in these tables
* = called active by the depositor; i = inactive; ? = inconclusive; . = not tested or not shown; & = joins results of further samples; [ ] = dose if it differs, or a comment. Unless noted, calls follow the shape of the dose curve; as a rule, active = well fitted curve in the direction sought with a large enough effect; inconclusive = small, poorly fitted or top-dose-only effect, or another doubt; inactive = no such curve, though single readings can be large; an effect the other way counts as inactive or inconclusive.

SMILES	CCT chaperon mod	pAkt inh	Nrf2 block	EPAC2 agonist	Nrf2 ARE act	MmCpn inh	A549 viability	TGFb SMAD3 inh	EPAC2 antagonist
CCS(=O)(=O)Nc1ccc(Cc2ccc(NS(=O)(=O)CC)cc2)cc1	-3.1	?	.	-1%	-0.6%	0%	-16%	-2%	-3%
C[C@H](CO)N1C[C@H](C)[C@@H](CN(C)S(=O)(=O)c2cccs2)Oc2c(NS(=O)(=O)c3ccccc3)cccc2C1=O	-0.8	i	-2%	-7%	1.6%	1%	0%	15%	2%
C[C@@H]1CCCCO[C@H](CN(C)Cc2ccc(Cl)c(Cl)c2)[C@@H](C)CN([C@H](C)CO)C(=O)c2cc(N(C)C)ccc2O1	0.5	i	.	4%	3.1%	.	.	?	0%
CCCCCC(=O)N/N=C/c1ccc([N+](=O)[O-])o1	-4.1	i	.	2%	2.3%	-8%	-19%	?	-4%
CCC(CC)c1nnc(NC(=O)CSCc2c(C)noc2C)s1	-0.2	i	.	2%	2.3%	.	.	-4%	-8%
O=C(NCc1cccc(F)c1)c1ccc(CN2CC(=O)N3CCCCC3C2=O)cc1 (centres undefined)	.	.	26%	.	2.0%	.	-1%	-14%	.
CC(=O)c1ccc(N2CCN(C(=O)CCC(=O)Nc3ccc4nc(N5CCCCC5)cc(C)c4c3)CC2)cc1	.	.	4%	.	5.9%	.	-4%	-3%	.
O=C(CSc1ccc(-c2ccccn2)nn1)c1ccccc1	0.7	i	2%	1%	4.2%	2%	-34%	-9%	-4%
Cc1ccc(C2CC(c3cccs3)=NN2S(=O)(=O)c2ccc(C)cc2)cc1 (centres undefined)	-0.8	i	-4%	-6%	-0.2%	0%	10%	-14%	10%
CCOc1cccc(CN2CCC(CCC(=O)NC3CC3)CC2)c1O	-1.1	i	6%	-1%	-1.1%	-2%	-6%	-3%	3%
COc1cccc(CSc2ccc(S(=O)(=O)N3CCOCC3)cc2C(=O)NCC2CCCO2)c1OC (centres undefined)	-0.6	i	-1%	3%	0.1%	3%	9%	-1%	2%
O=C(N/N=C1\C(=O)c2cccc3cccc1c23)c1ccc(O)cc1	-1.8	i	1%	-6%	18%	-2%	-10%	-1%	8%
O=C(O)CCn1c(=O)c2ccccc2c2ccccc2c1=O	0.7	i	7%	-5%	-0.1%	1%	0%	0%	14%
O/N=C(/c1ccc(Cl)cc1)C1CC1c1ccccc1 (centres undefined)	0.9	i	10%	23%	2.5%	0%	0%	0%	-29%
CC(=O)C[C@H](O)CC(=O)[C@@H]1OC(=O)CCCCCc2ccccc21	2.5	i	6%	2%	-0.4%	0%	1%	-14%	-3%
CN(CC(=O)Nc1ccccc1Oc1ccccc1)Cc1ccccc1F	-3.6	i	6%	5%	1.9%	-2%	5%	?	?
CN(C)c1nc(SCC#N)nc(N2CCOCC2)n1	1.0	i	2%	0%	0.1%	1%	-1%	1%	5%
O=C(Nc1cc(Cl)ccc1N1CCCC1)C1=NN(c2ccccc2)C(=O)CC1	0.6	i	-5%	23%	0.0%	-1%	-2%	3%	-8%
COc1cc(Cl)c(C)cc1NC(=O)COC(=O)C(NS(=O)(=O)c1ccc(Cl)cc1)C(C)O (centres undefined)	-0.2	i	12%	-1%	-0.1%	0%	6%	-7%	-15%
COc1ccccc1CCNC(=O)C1CCC(=O)N(Cc2cccc(F)c2)C1 (centres undefined)	-11	i	?	-3%	2.9%	1%	2%	8%	7%
COc1cccc(Nc2nc3ccccc3nc2NS(=O)(=O)c2ccc(NC(C)=O)cc2)c1	-0.2	i	-12%	-8%	-0.1%	-1%	-14%	?	8%
COc1ccc(CCNC(=O)CN(c2ccccc2)S(C)(=O)=O)cc1OC	0.8	i	-1%	10%	-0.2%	-1%	11%	-12%	2%
NC(=O)C1=C[C@@H](C2CCCCC2)C[C@@H](OCc2ccc(CO)cc2)O1	-0.2	i	1%	0%	5.0%	.	-7%	-27%	9%
COc1ccc(N2CCN(C(=O)c3cc(=O)c4cc(C)cc(C)c4o3)CC2)cc1	-0.9	i	-16%	5%	0.1%	-1%	-1%	-1%	-5%

The final 3 entries of the section above are carried over, then new ones follow.
SMILES	CCT chaperon mod	pAkt inh	Nrf2 block	EPAC2 agonist	Nrf2 ARE act	MmCpn inh	A549 viability	TGFb SMAD3 inh	EPAC2 antagonist
COc1ccc(CCNC(=O)CN(c2ccccc2)S(C)(=O)=O)cc1OC	0.8	i	-1%	10%	-0.2%	-1%	11%	-12%	2%
NC(=O)C1=C[C@@H](C2CCCCC2)C[C@@H](OCc2ccc(CO)cc2)O1	-0.2	i	1%	0%	5.0%	.	-7%	-27%	9%
COc1ccc(N2CCN(C(=O)c3cc(=O)c4cc(C)cc(C)c4o3)CC2)cc1	-0.9	i	-16%	5%	0.1%	-1%	-1%	-1%	-5%
CCCn1c(SCC(=O)NC2CCCC2)nc2c1c(=O)n(C)c(=O)n2C	-7.6	i	15%	3%	-0.2%	0%	0%	1%	0%
COc1ccc(COC(=O)c2c(C)nn(-c3ccccc3)c2Cl)cc1	-3.5	i	12%	11%	0.0%	-3%	?	-2%	-8%
OC(CNCCc1ccc(Cl)cc1)COc1cc(Cl)ccc1Cl (centres undefined)	-3.2	i	0%	-1%	-2.6%	2%	15%	16µM*	-9%
O=C1C=CC(=O)N1c1ccccc1N1C(=O)C=CC1=O	-2.8	i	?	12%	?	.	?	?	4%
CCCCn1c(N)c(NCC)c(=O)[nH]c1=O	1.7	i	1%	13%	-0.5%	-3%	13%	9%	5%
CSC(=NCCCN1CCOCC1)NS(=O)(=O)c1cccs1	-0.7&-0.5	i	0%&12%	9%&7%	0.3%&-0.7%	-3%	9%&-1%	-6%&3%	-3%&16%
O=C1NC2=C(CCc3ccccc32)C(c2ccccc2)N1 (centres undefined)	-1.8	i	11%	16%	0.0%	0%	6%	-23%	-8%
COc1ccc2c(c1)c(=O)c(S(=O)(=O)c1ccccc1)cn2CC(=O)Nc1ccc2c(c1)OCO2	.	.	7%	.	-0.4%	.	4%	-10%	.
CC(C)N(C(=O)Cn1cc(S(=O)(=O)CC(=O)N2CCOCC2)c2ccccc21)C(C)C	-2.7	i	-10%	2%	-0.4%	-3%	-9%	1%	2%
Cc1ccc(S(=O)(=O)N2CCCC2C(=O)N2CCCCCC2)cc1 (centres undefined)	3.7	i	?	0%	-0.2%	0%	-8%	-3%	0%[57.1 µM]
O=C(N1CCOCC1)N1CCN(S(=O)(=O)N2CCCCC2)CC1	-1.7	i	?	7%	0.0%	0%	4%	4%	0%
Cc1oc(-c2ccccc2F)nc1CSCC(=O)NCc1ccc2c(c1)OCO2	-3.3	i	-24%	8%	2.6%	0%	.	-19%	-5%

Whole records as entered above:
Cc1ccc(S(=O)(=O)N2CCCC2C(=O)N2CCCCCC2)cc1 (centres undefined) across the screens: CCT chaperon mod = 3.7; pAkt inh = i; Nrf2 block = ?; EPAC2 agonist = 0%; Nrf2 ARE act = -0.2%; MmCpn inh = 0%; A549 viability = -8%; TGFb SMAD3 inh = -3%; EPAC2 antagonist = 0%[57.1 µM]
O=C1NC2=C(CCc3ccccc32)C(c2ccccc2)N1 (centres undefined) across the screens: CCT chaperon mod = -1.8; pAkt inh = i; Nrf2 block = 11%; EPAC2 agonist = 16%; Nrf2 ARE act = 0.0%; MmCpn inh = 0%; A549 viability = 6%; TGFb SMAD3 inh = -23%; EPAC2 antagonist = -8%

(list continues)
SMILES	CCT chaperon mod	pAkt inh	Nrf2 block	EPAC2 agonist	Nrf2 ARE act	MmCpn inh	A549 viability	TGFb SMAD3 inh	EPAC2 antagonist
CN1CCN(c2ccc(NC(=O)COc3ccccc3Cl)cc2)CC1	0.7	i	.	5%	4.3%	0%	-9%	4%	-1%
CC(C)c1ccc(C2OC(CCc3ccccc3)Cc3[nH]c(=S)[nH]c(=O)c32)cc1 (centres undefined)	-0.1	i	.	-6%	1.1%	.	.	.	-19%
C/C=C/c1c(F)c(F)c(Oc2ccc(C(=O)O)cc2)c(F)c1F	-1.6	i	?	-7%	0.0%	1%	3%	3%	-5%
Cc1ccc(-c2nc(CS(=O)CC(=O)NC3CCC(C)CC3)c(C)o2)cc1 (centres undefined)	-0.3	i	-9%	5%	7.3%	-3%	?	?	15%
O=C(Nc1nnc(Cc2ccccc2F)s1)Nc1ccccc1F	0.6	i	23%	-3%	3.7%	2%	-5%	-21%	-14%
O=C(c1cnccn1)N1CCN(c2ccccc2F)CC1	-1.6	i	8%	9%	0.2%	2%	0%	-1%	6%
Cc1ccc(NC(=O)C(Cc2ccccc2)NC(=O)OCc2ccccc2)cc1C (centres undefined)	-1.4	i	-14%	-10%	0.3%	0%	1%	0%	-7%
CCc1cccc(NC(=O)C2CCCN2S(=O)(=O)c2cccc3cccnc23)c1 (centres undefined)	0.0	i	-8%	13%	-0.1%	3%	3%	-7%	-6%

High-throughput results: PubChem BioAssay, National Center for Advancing Translational Sciences (NCATS)

The list is partial; rates above refer to the full screens.
